TNAP inh hiacc – human TNAP enzyme inhibitors, primary screen, biochemical, luminescent, high phosphate acceptor level, uHTS; inhibition, % at 20 µM; 200,000 tested, 0.03% active; Alkaline phosphatase, tissue-nonspecific isozyme (Homo sapiens), P05186; purified TNAP, CDP-star luminescence, 1 M DEA;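 active = over 50% inhibition of tissue-nonspecific alkaline phosphatase at 20 µM in the single-dose screen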;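 note: plate controls were DMSO wells for no effect and EDTA-quenched wells as full inhibition for full effect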
S1P3 antag – S1P3 receptor antagonists, primary screen, cell-based | Sphingosine 1-phosphate receptor 3 (Homo sapiens), Q99500 | CHO S1P3 NFAT-BLA reporter, FRET fluorescence, antagonist mode | inhibition, % at 4.98 µM | 170,000 tested, 0.27% active;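 active = inhibition above the plate cutoff, the mean inhibition of test wells on that plate plus 3 SD, cut at about 28% in these data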;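 note: cells challenged with S1P at its EC80 of 0.8 µM; blue over green emission ratio from cleaved BLA substrate after 4 h stimulation; 0% = S1P-stimulated wells and 100% = unstimulated DMSO-only wells; some compounds past the cut are filed as inactive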
Target sequence (Q99500 whole entry, looked up): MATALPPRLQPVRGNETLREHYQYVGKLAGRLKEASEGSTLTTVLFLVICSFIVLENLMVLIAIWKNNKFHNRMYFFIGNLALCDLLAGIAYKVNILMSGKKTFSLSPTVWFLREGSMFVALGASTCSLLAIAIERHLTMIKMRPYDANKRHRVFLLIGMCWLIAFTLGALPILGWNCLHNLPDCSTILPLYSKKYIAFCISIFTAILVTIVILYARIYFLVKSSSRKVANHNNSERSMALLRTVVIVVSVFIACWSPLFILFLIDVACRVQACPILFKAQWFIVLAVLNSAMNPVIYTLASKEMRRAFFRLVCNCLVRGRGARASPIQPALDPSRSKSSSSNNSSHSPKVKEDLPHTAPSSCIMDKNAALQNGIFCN
Redox H2O2 prof – compounds producing H2O2 with reducing agent – biochemical, NIH compound library profiling, artefact control for MLSCN library redox annotation, primary screen; DTT-dependent redox cycling H2O2, phenol red/HRP absorbance; 100% = 100 µM peroxide control, 0% = buffer; AID 878, 2007; 200,000 tested, 0.03% active; activation, % at 10 µM;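 active = activation of at least 50% relative to the plate's high and low controls in the primary single-dose screen; inactive = activation below 50%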;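 note: compound incubated with DTT at 0.8 mM final as the reducing agent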
L major viab – Leishmania major promastigote growth inhibition, primary screen | Leishmania major promastigotes, resazurin fluorescence viability | inhibition, % at 10 µM | 200,000 tested, 9% active | AID 1063, 2008; in the data active = inhibition above about 50%;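 note: promastigotes grown with compound for 44 hours at 28 °C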
RAM inhibit – inhibitors of the yeast RAM network, primary screen, dse1pr::URA3 reporter, 5-FOA selection; 190,000 tested, 1.8% active; AID 868, 2007; S. cerevisiae dse1pr::URA3 reporter, 5-FOA growth OD615, 2 d; analog-sensitive cbk1-as2 kinase mutant strain; inhibition, % at 50 µM;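 active = inhibition above a set limit, 3 SD over mean compound inhibition, cut at about 8.4% in these data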;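 note: 0% = DMSO-only wells with no growth and 100% = 10 µM 1-NA-PP1 full growth; inhibition rescues growth on 5-FOA so higher OD means more RAM inhibition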
PMI act – activators of human PMI, primary screen, biochemical, fluorescence intensity, near-Km mannose 6-phosphate; Mannose-6-phosphate isomerase (Homo sapiens), P34949; purified human PMI, coupled resazurin fluorescence, 20 min; hits give high values; 1 = vehicle control, 0 substrate-free wells; activation factor at 20 µM; 190,000 tested, 0.005% active;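 active = activation factor of 2 or more at 20 µM, relative to plate controls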
Target sequence (P34949 whole entry, looked up): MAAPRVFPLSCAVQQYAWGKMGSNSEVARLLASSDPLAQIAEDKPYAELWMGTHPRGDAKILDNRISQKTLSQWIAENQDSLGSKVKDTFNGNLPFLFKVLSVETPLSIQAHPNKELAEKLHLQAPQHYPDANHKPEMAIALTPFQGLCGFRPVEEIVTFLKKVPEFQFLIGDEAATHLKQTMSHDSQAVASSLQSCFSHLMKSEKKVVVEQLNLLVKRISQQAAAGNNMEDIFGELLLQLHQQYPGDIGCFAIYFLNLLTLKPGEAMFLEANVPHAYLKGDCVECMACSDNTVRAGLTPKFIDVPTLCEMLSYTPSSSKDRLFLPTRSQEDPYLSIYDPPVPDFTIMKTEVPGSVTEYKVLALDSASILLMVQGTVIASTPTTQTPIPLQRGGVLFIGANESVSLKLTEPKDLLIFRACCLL
TNAP inh noacc – human TNAP enzyme inhibitors, primary screen, biochemical, luminescent, no phosphate acceptor, uHTS; Alkaline phosphatase, tissue-nonspecific isozyme (Homo sapiens), P05186; purified TNAP, CDP-star luminescence, 30 min; inhibition, % at 20 µM; 200,000 tested, 0.26% active; AID 1012, 2008;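 active = tissue-nonspecific alkaline phosphatase inhibition above about 50% at 20 µM in the single-dose screen, limit read from the data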;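 note: 0% = DMSO negative control and 100% = EDTA positive control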
Efa HMGR inh – inhibitors of E. faecalis class II HMGR, primary screen, biochemical, Enterococcus faecalis; HMG-CoA reductase (Enterococcus faecalis, mvaE); purified E. faecalis HMGR, NADPH absorbance 340 nm kinetic; inhibition, % at 10 µM; 190,000 tested, 0.41% active;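 active = inhibition above a set limit, the median over all tested compounds plus 3 SD, cut at about 9.5% in these data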;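 note: enzyme runs in reverse so mevalonate oxidation gives rising NADPH absorbance; 0% = complete reaction with DMSO and 100% = background rate lacking mevalonate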
Hsp70 activator – Hsp70 transcriptional activators, primary screen, cell-based, HeLa, Hsp70 promoter luciferase, luminescence, 10 µM; 200,000 tested, 0.04% active; activation, % at 10 µM; AID 1203, 2008; HeLa Hsp70 promoter luciferase reporter; scaled: vehicle 0, proteasome-inhibitor control 100%;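 active = activation above the mean across all tested compounds plus 3 SD, cutoff set per campaign, cut at about 5.5% in these data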;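 note: 100% = MG132 at 30 µM as the positive control and 0% = DMSO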
PMI act satM6P – human PMI activators, high substrate, primary screen, biochemical, fluorescence intensity, near-saturating mannose 6-phosphate; Mannose-6-phosphate isomerase (Homo sapiens), P34949; coupled PMI enzyme assay, resazurin fluorescence, 20 min; hits give high values; 1 = untreated enzyme, 0 = substrate-free blank; activation factor at 20 µM; 190,000 tested, 0.34% active; AID 1216, 2008;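 active = activation factor of 2 or more at 20 µM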
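Test system – human PMI in coupled enzyme assay · Timing – 20 min incubation at room temperature · Detection – Diaphorase-driven resazurin-to-resorufin fluorescence, excitation 544, emission 590 nm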
Starred values were filed as active, the others as inactive; / = not tested or not shown.

Below each compound – TNAP inh hiacc	S1P3 antag	Redox H2O2 prof	L major viab	RAM inhibit	PMI act	TNAP inh noacc	Efa HMGR inh	Hsp70 activator	PMI act satM6P
CCOC(=O)N1CCN(C(=O)C2CCN(S(=O)(=O)CC)CC2)CC1
 : -7	-43	-0.1	-5	0.8	1.1	-13	-2	0.1	1
CC(=O)Oc1ccc2ccccc2c1C(NC(=O)Cc1ccccc1)c1ccccc1Cl (stereo unspecified)
 : -4	/	-0.9	55*	2.4	1	5	0	-0.1	1
O=C(CSc1ncn[nH]1)c1ccco1
 : -1	-12	0.3	5	0.8	0.5	-7	2	-0.4	0.9
O=C(CSc1nc2[nH]ncc2c(=O)n1-c1ccccc1)N1CCCCCC1
 : -10	0	-0.8	2	1.5	1	-17	-5	0.4	1.1
CN(C)CCNC(=O)c1ccc(-c2nn(C)c(=O)c3ccccc23)cc1
 : -3	/	0.2	4	1.2	1	-10	2	0.0	1
CCOc1cc(N2CCOCC2)c(OCC)cc1NC(=O)c1cc(C)nc2ccccc12
 : 0	-19	-0.3	6	2.4	1	-1	0	-0.2	0.8
Cc1cc(=O)[nH]c(/N=C(\N)Nc2ccc3c(c2)OCCO3)n1
 : -1	0	-0.3	-1	-0.7	1.1	-28	0	-0.2	1
Cc1ccccc1CN(C)CC(=O)Nc1ccccc1-c1ccccc1
 : -4	-5	0.1	12	-0.4	0.9	-5	-8	-0.3	1
COCCCNC(=O)CN1CCN(Cc2ccccc2Cl)C1=O
 : -8	/	-0.9	-8	1.0	1	-8	-3	0.3	1.1
COc1ccc(O[C@H]2C=C[C@@H](c3ccccc3)O[C@@H]2CO/N=C(\C)CCC(=O)OC[C@H]2O[C@H](c3ccccc3)C=C[C@@H]2Oc2ccc(OC)cc2)cc1
 : 0	-12	2.7	-5	25*	1.1	-9	-2	0.2	1
CC(=O)NC1C(=O)N=C(SCC(=O)NCc2ccccc2)NC1=O (stereo unspecified)
 : 2	-30	0.9	-5	1.8	0.9	-9	0	-0.3	0.9
O=C(c1sc2ccccc2c1Cl)N(Cc1ccccc1Cl)C1CCS(=O)(=O)C1 (stereo unspecified)
 : -3	/	2.0	100*	0.8	0.9	-5	-9	-0.2	1
N#CCC(=O)c1ccccc1Oc1ccc(Cl)cc1
 : -6	0	-2.4	-6	-0.1	0.9	-15	-4	-0.2	1
COc1ccc(-c2nn(-c3ccccc3)cc2/C=N/Nc2cccc(C(=O)O)c2)cc1
 : -5	0	0.7	-3	3.3	1.3	-20	-16	0.3	1.2
C#CCNC(=O)C1=C[C@@H](c2coc3ccccc3c2=O)C[C@@H](OCc2ccc(CO)cc2)O1
 : -4	10	0.7	-3	1.4	1	15	0	-0.1	1.1
CCc1cc(C(=O)OC)c(NC(=O)c2cc(Br)cs2)s1
 : -5	-23	0.2	-2	10*	0.8	-11	-1	-0.6	0.9
COC(=O)c1ccc(CSc2nnnn2-c2ccccc2)o1
 : -5	5	1.6	9	1.6	1	-8	-1	-0.2	0.9
CN(C(=O)COC(=O)c1ccc(=O)n(Cc2ccccc2)n1)c1ccccc1
 : 0	-27	-1.2	-1	0.6	1	-5	2	-0.3	1.1
CC(=O)Nc1ccc(CN2CCN(C3CCCC3)C(CCO)C2)cc1 (stereo unspecified)
 : -6	-3	-1.4	-3	1.8	0.9	-7	-4	-0.1	0.9
CCOC(=O)C1C(=O)OC(C)(C)C1C(CC)C(=O)c1ccccc1 (stereo unspecified)
 : -1	5	-0.3	-6	1.9	1	-4	1	-0.3	1.1
O=S(=O)(NCc1csc(-c2cccnc2)n1)c1ccc(Cl)s1
 : -2	/	0.0	9	0.9	1	5	-3	-0.3	1.1
CC(=O)c1ccccc1OCCCN1CCCCC1
 : -4	-4	-1.2	90*	-1.0	1	-12	-1	-0.7	1
COc1cc(C(=O)Nc2ccc(Oc3ncnc4sc(-c5ccccc5)cc34)cc2)cc(OC)c1OC
 : -4	6	0.0	-3	2.6	1	-6	-2	0.0	1.1
COC(=O)c1cccc(N2C(=O)C(Cl)=C(N3CCOCC3)C2=O)c1
 : -8	-10	-0.1	-3	0.1	1.1	-12	4	-0.5	1.1
CCCCn1c(SCC(=O)N2CCOCC2)nnc1-c1cccs1
 : -5	-4	0.1	-4	2.0	1	-10	-2	0.0	1
COCCSc1nnc(NC(=O)c2cc(OC)c(OC)cc2[N+](=O)[O-])s1
 : -3	3	-0.2	-4	2.5	0.9	-9	0	-0.3	0.5
CN(C)/C=C(\c1cnc(Cl)s1)S(=O)(=O)c1ccccc1
 : -7	-20	0.4	3	0.2	1	-1	0	-0.4	1
Cc1cc(OCC(=O)c2ccc(F)cc2)ccc1N1C(=O)CCC1=O
 : -2	17	1.1	-5	0.5	0.9	-8	-2	-0.1	1
CCOc1ccc2nc(NC(=O)CN3CCOCC3)sc2c1
 : -7	2	-1.7	6	2.5	0.7	-8	-1	-0.1	1
O=C1CC(c2ccccc2)CN1C(=O)c1cccc([N+](=O)[O-])c1 (stereo unspecified)
 : -7	-5	0.2	-11	1.6	0.9	-9	6	-0.1	0.9
O=[N+]([O-])c1cc(S(=O)(=O)/N=C(/c2ccccc2)N2CCOCC2)ccc1Cl
 : 0	-8	-0.2	6	2.0	1	-4	0	-0.1	1
CCn1c(=O)n(CC)c2cc(S(N)(=O)=O)ccc21
 : -4	/	-1.0	-7	1.5	0.9	-7	-8	-0.1	1
O=C(NCc1ccc2c(c1)OCO2)C(=S)N1CCOCC1
 : -2	-27	0.0	5	2.7	1.1	-8	0	-0.2	1
CCOC(=O)C1CCN(C(=O)CCNC(=O)Cn2ccc3ccccc3c2=O)CC1
 : 1	/	-0.6	-2	1.6	1.1	5	-8	-0.2	1
COc1ccc(S(=O)(=O)NCCC(=O)NC(C)c2ccccc2)cc1 (stereo unspecified)
 : -9	7	-0.1	-7	1.6	1	-17	-2	0.0	1
Cc1ccc(NC(=S)N(CCN(C)C)Cc2cc3cc(C)cc(C)c3[nH]c2=O)cc1
 : 0	-11	0.1	79*	-1.2	1	-9	-2	-0.3	1.1
Cc1ccc2nc(CSc3nnc(-c4ccncc4)n3C)cc(=O)n2c1
 : -7	-8	-0.3	-7	1.5	1.5	-9	-2	-0.2	1.2
O=C(O)c1ccc(F)c(S(=O)(=O)Nc2ccccc2)c1
 : -6	-4	-0.1	-6	0.6	1	-16	0	-0.3	1
O=C(CN1c2cccc3cccc(c23)S1(=O)=O)Nc1ccc(S(=O)(=O)N2CCOCC2)cc1
 : -1	-6	3.3	-1	4.2	1.2	-6	-5	-0.1	0.9
CCOC(=O)N1CCN(C(=O)Nc2ccc3nc(C)sc3c2)CC1
 : -4	-5	-0.4	9	-0.1	0.8	-9	-8	-0.1	0.8
CC(CC(=O)Nc1cccnc1)c1ccccc1 (stereo unspecified)
 : -5	6	0.3	-3	-1.2	1.1	-5	-1	0.0	1.1
COc1nc(N)c(S(=O)(=O)c2ccccc2)cc1C#N
 : -1	/	1.1	-2	-0.1	1	-21	-1	-0.2	0.9
Cc1cc(C)nc(Nc2ncc(O)n2-c2ccc(C)c(C)c2)n1
 : -6	/	0.2	-3	1.7	1.1	2	-1	-0.1	1.1
O=c1[nH]c2cc3c(cc2cc1C(c1nnnn1Cc1ccccc1)N1CCCc2ccccc21)OCO3 (stereo unspecified)
 : -2	-17	0.2	-4	1.8	1	-10	-4	-0.2	1
CCn1cc(Cl)c(C(=O)Nc2ccc3c(c2)OCCO3)n1
 : -3	5	-0.5	-7	1.5	1	-11	1	-0.1	0.9
CC(C)c1ccccc1NC(=O)COC(=O)Cc1ccsc1
 : 3	-3	0.0	-5	0.6	1	4	3	-0.3	1.1
O=C1CC(NCc2ccc(F)cc2)C(=O)N1c1ccccc1 (stereo unspecified)
 : -1	-4	0.3	-3	0.0	0.9	-8	6	0.0	1
CCCCc1nc(SCCN2CCOCC2)c2c(=O)n(C)c(=O)n(C)c2n1
 : -4	-15	-3.4	1	1.7	1.1	-7	1	-0.4	1
c1ccc2[nH]c(SCc3cn4cccnc4n3)nc2c1
 : 1	-13	0.1	-3	1.0	0.9	-53	0	-0.2	1
COC(=O)c1ccc(Sc2ccc(Cl)cc2)c(N)c1
 : -2	/	1.3	1	0.5	0.9	-8	1	-0.2	0.9
CCOC(=O)N1CCN(S(=O)(=O)c2ccc(F)cc2)CC1
 : -9	-16	-0.1	-5	0.8	1	-8	-4	-0.1	0.9
COc1ccc(/C=N/NC(=O)c2cc(-c3ccc4c(c3)OCO4)n[nH]2)cc1OC
 : 3	-6	0.4	-7	7.4	1.2	7	-4	-0.3	1.2
Cc1cc(C)nc(N/N=C/c2cccc3ccccc23)n1
 : -3	20	0.6	2	0.1	1.1	-11	2	-0.2	1.1
CC(C)CC(=O)Nc1ccc(Oc2ccc(NC(=O)CC(C)C)cc2)cc1
 : 0	/	3.1	-4	3.9	1.1	-8	-3	-0.4	1.1
COc1ccc(/C=C/C(=O)Nc2cc(C)nn2-c2nc3ccccc3n2Cc2cccc([N+](=O)[O-])c2)cc1
 : -4	-13	0.1	-3	8.9*	0.9	-6	-1	-0.4	0.9
O=C(NC1(C(F)(F)F)C(=O)Nc2c1c(=O)[nH]c(=O)n2-c1ccccc1)c1cccnc1 (stereo unspecified)
 : 0	/	-0.2	-3	-0.1	1	-3	-3	-0.2	1
COc1ccc(C(=O)C2CCCN(C(=O)CCc3scnc3C)C2)c(C)c1 (stereo unspecified)
 : -1	11	-0.9	3	0.1	1.1	-2	4	-0.1	1
O=C(Nc1ccccc1)c1ccc[nH]1
 : -8	10	-0.2	5	1.6	1.1	-8	-1	0.8	1.1
Cc1c2c(nc3c(C(=O)NC4CCCC4)cnn13)CCCC2
 : -4	/	2.2	-8	3.2	0.9	-11	2	0.1	1
O=C(COc1ccccc1)Nc1nnc(C23CC4CC(CC(C4)C2)C3)s1
 : -1	-5	0.8	-4	2.2	1	-3	7	0.2	1

Screens (PubChem)

No enrichment for hits; any-hit rate near 12%.
